From PubChem BioAssay
SIAE inh: blocks human sialic acid acetylesterase; hit rate 0.69% among 370,000; Q9HAT2; SIAE FP-Rh probe binding, fluorescence polarization; inhibition, % at 9.66 µM;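 active = inhibition above a cutoff: mean of compounds within the control limits plus 3 SD of those, cut at about 17% in these data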;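 note: 0% = plate median of compound wells and 100% = probe without SIAE protein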
PLCb3 inh: PLC-beta3 (human) inhibition, primary screen | Q01970 | Purified PLC-beta3, fluorogenic substrate, fluorescence | inhibition, % at 12.2 µM | hit rate 0.18% among 370,000 | AID 720704; in the data active = inhibition above about 11%;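 note: 0% = median of compound wells on plate and 100% = full blocker control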
ASAP1 inh: blocks human ASAP1-stimulated Arf1 GTP hydrolysis; Q9ULH1; GDP FP detection; inhibition, % at 16.5 µM; hit rate 0.19% among 360,000; in the data active = inhibition above about 25%;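 note: 0% = vehicle with enzyme and substrate and 100% = no enzyme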
DDE Tn6 FP inh: DD(E)-Tn6 binding inhibition, primary FP screen | P02675 | Fibrin DD(E) TRITC-Tn6 fluorescence polarization displacement | inhibition, % at 8.3 µM | hit rate 0.21% among 370,000 | AID 720509;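 active = inhibition above a per-campaign cutoff: mean of compounds within control limits plus 3 SD, cut at about 15% in these data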;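 note: 0% = median of all compound wells on the plate and 100% = blocking peptide control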
ADAM17 inh: inhibitors of human ADAM17. P78536. recombinant ADAM17, EDANS/DABCYL FRET peptide cleavage. inhibition, % at 6.95 µM. hit rate 0.83% among 370,000. AID 720648;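 active = inhibition above the mean of compounds lying between control limits plus 3 SD, set per campaign, cut at about 8.5% in these data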;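 note: 0% = DMSO-only wells as the low control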
TDP2 inh: TDP2 (human) inhibition, absorbance primary screen | O95551 | hit rate 0.34% among 370,000 | inhibition, % at 12.8 µM | recombinant TDP2, T5PNP hydrolysis, p-nitrophenol absorbance 415 nm | AID 720702;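 active = inhibition above the mean of all tested compounds plus 3 SD, set per campaign, cut at about 25% in these data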;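 note: 0% = DMSO with enzyme and 100% = buffer with substrate but no TDP2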
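test system = human TDP2 enzyme | input = TDP2 enzyme at 120 nM final | medium = 50 mM Tris-HCl pH 7.5 with Mg2+, KCl, DTT, BSA | also added = T5PNP substrate, 5 mM | times = 2 h at 37 °C | technique = epi absorbance | benchmarks = high control without enzyme, low control DMSO plus TDP2 | replication = each compound tested once, singlicate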
ARFGAP1 inh: inhibits rat ARF GTPase activating protein 1; Q62848; Arfgap1-stimulated ARF1 GTP hydrolysis, GDP FP detection; inhibition, % at 16.5 µM; hit rate 0.26% among 360,000;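 active = inhibition above a per-plate limit, mean inhibition of low control wells plus 3 SD, cut at about 25% in these data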;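 note: 0% = DMSO wells with enzyme and 100% = wells lacking Arfgap1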
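Material: rat Arfgap1 catalytic domain, aa 1-136; also added: human ARF1(Δ1-17)-GTP substrate; compound dosing: one concentration, 16.5 µM, DMSO 1.26%; incubation: GTP hydrolysis reaction 2 h at 25 °C; measured by: Tracer-displacement fluorescence polarization with EDTA stop, 620/688 nm; evaluation: % inhibition from polarization; repeats: one replicate per compound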
ADAM10 inh: inhibitors of human ADAM10; inhibition, % at 7 µM; hit rate 0.62% among 370,000; O14672; recombinant ADAM10, EDANS/DABCYL FRET peptide cleavage, 3 h;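 active = inhibition above a per-campaign cutoff equal to the mean of compounds falling between control-based bounds plus 3 SD, cut at about 20% in these data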;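 note: 0% = DMSO wells while the 100% control is not disclosed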
PLCg1 inh: PLC-gamma1 (human) inhibition, primary screen; inhibition, % at 12.2 µM; hit rate 0.84% among 370,000; purified PLC-gamma1, fluorogenic substrate, fluorescence; in the data active = inhibition above about 9.5%
Target sequence (P19174 whole entry, looked up): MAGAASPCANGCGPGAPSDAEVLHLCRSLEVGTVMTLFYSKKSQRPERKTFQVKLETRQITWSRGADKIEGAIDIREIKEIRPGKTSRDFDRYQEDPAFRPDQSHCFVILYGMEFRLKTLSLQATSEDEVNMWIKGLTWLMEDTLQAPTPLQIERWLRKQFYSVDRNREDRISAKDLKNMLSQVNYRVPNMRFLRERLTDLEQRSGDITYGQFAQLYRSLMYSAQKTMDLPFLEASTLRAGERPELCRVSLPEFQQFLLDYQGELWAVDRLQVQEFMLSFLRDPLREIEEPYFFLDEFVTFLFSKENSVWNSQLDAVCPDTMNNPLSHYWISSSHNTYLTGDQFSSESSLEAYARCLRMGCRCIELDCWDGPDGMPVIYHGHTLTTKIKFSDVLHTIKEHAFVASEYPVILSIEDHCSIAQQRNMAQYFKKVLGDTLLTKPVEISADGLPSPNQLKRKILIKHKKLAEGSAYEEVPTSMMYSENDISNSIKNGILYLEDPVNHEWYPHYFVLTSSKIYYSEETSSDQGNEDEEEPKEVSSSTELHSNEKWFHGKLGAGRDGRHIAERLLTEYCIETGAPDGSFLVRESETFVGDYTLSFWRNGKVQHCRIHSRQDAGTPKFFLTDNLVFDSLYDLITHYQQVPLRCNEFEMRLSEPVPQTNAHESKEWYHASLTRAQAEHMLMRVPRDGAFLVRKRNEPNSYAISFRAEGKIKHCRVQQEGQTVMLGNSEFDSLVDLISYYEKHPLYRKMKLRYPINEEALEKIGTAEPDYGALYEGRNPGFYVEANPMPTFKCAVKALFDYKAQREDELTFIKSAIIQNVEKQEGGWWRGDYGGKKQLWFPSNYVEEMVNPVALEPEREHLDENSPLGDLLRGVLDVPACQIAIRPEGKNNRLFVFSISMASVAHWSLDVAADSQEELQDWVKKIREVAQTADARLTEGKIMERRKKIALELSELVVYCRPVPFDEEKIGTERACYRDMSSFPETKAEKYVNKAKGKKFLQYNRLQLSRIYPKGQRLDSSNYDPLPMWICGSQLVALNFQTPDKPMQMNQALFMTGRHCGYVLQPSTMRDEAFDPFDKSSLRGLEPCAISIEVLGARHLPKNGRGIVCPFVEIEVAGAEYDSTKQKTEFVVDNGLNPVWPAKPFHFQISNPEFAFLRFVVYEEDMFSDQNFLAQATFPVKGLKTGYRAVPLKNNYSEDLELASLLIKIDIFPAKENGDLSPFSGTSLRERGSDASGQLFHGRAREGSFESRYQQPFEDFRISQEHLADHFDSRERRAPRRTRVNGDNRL
DDE Tn7 FP inh: DD(E)-Tn7 binding inhibition, primary FP screen | P02675 | FP displacement of FITC-Tn7 peptide from fibrin DD(E); 0% = median of compound wells per plate | inhibition, % at 8.3 µM | hit rate 0.13% among 370,000;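 active = inhibition above the mean of compounds falling within the control limits plus 3 SD of them, cut at about 14% in these data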;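 note: 0% = plate median of compound wells and 100% = 10 µM Aha-Tn7 peptide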
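Also added: labelled Tn7 tracer, 0.1 µM; Assay system: human fibrin DD(E) protein; Amount: 2 µM fibrin DD(E); Schedule: 10 min compound pre-incubation, 3 h probe incubation at room temperature; Repeats: one replicate per compound; Read-out basis: percent inhibition; Measured by: fluorescence polarization of the labelled Tn7 tracer.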
* marks the source's active call; other numbers are inactive results; · = no result given.

SIAE inh	PLCb3 inh	ASAP1 inh	DDE Tn6 FP inh	ADAM17 inh	TDP2 inh	ARFGAP1 inh	ADAM10 inh	PLCg1 inh	DDE Tn7 FP inh	mol
-4	-2	-4	0	-4	20	1	6	2	0	O=C(NCCCn1ccnc1)c1ccc(-c2ccccc2)cc1
-10	-5	2	5	-3	1	-1	-3	-3	3	O=c1ncn(-c2ccccc2F)c2ncccc12
0	1	13	2	3	2	7	6	2	11	COCCNC(=O)c1ccccc1NC(=O)c1ccccc1N(C)S(C)(=O)=O
-2	2	11	-9	-1	-12	4	3	-1	-1	CCC(=O)NCCCc1nc(-c2ccccc2)no1
17	-2	0	-3	-5	16	10	-2	-3	-2	Cc1ccc(Nc2c([N+](=O)[O-])ccc3c2=NC2(CCCCC2)N=3)cc1
2	-8	1	5	-3	-4	-3	-6	0	2	Cc1cc(C)cc(N(C(=O)c2csnn2)C(C(=O)NC(C)(C)C)c2ccncc2)c1 (stereo not drawn)
11	-4	0	1	0	-8	-11	3	3	-7	NC(=S)c1ncc(C(F)(F)F)cc1Cl
-2	2	8	0	-5	5	0	-8	1	0	CCCCCC(=O)N1C[C@H](n2cc(C3CC3)nn2)[C@@H](O)C[C@@H]1c1ccc(OC)cc1
3	-3	3	-2	-3	-1	14	3	0	5	COc1ccc(C)cc1N(CC(=O)Nc1cccnc1)S(=O)(=O)c1ccc(C)cc1
-4	-6	10	-1	-1	4	3	-3	-1	0	O=C(c1cc(S(=O)(=O)N2CCCCC2)ccc1Cl)N1CCOCC1
0	-6	5	5	2	18	-7	4	1	-1	CC1CN(C(=S)Nc2cccc(Cl)c2Cl)CC(C)O1 (stereo not drawn)
-1	-5	0	-2	-2	2	-2	-7	0	-2	Cc1noc(C)c1C(=O)N(CC(=O)Nc1ccccc1Br)Cc1ccco1
-11	-5	-6	5	5	5	-6	16	-2	4	COc1ccc(C(O)c2nc(-c3ccc(F)c(Cl)c3)cs2)cc1 (stereo not drawn)
2	2	-16	7	-2	12	11	-5	2	-4	Cc1ccc(-n2nnnc2-c2nc3ccccc3s2)cc1
-1	0	·	-2	-1	-3	·	-7	-2	-1	Cc1cc(=O)[nH]c(SCC(=O)Nc2ccc(F)c(F)c2)n1
9	2	·	7	0	-6	·	7	1	0	COC(=O)[C@]12C[C@H](CC(=O)N3CCCC3)C(=O)N(Cc3cccc4ccccc34)C1=C[C@H](C(C)C)O[C@@H]2C1CC1
-1	-1	-4	9	-3	-3	-13	0	-1	11	C(=N\Nc1nnnn1-c1ccccc1)/c1ccncc1
1	-53	-3	9	-19	9	-6	-50	-28	8	Cc1ccc2[nH]c3c(NCCN4CCOCC4)ncnc3c2c1
-6	0	0	4	1	-7	-3	-7	2	-4	O=S(=O)(c1cccs1)N1CCCc2nc(-c3ccc(Br)cc3)ccc21
1	-2	2	0	-3	3	-6	-9	-1	-10	Cc1cc(C)cc(OCC(=O)OCC(=O)NC2CCCC2)c1
-6	-1	-12	-1	-1	-2	-2	-3	-1	3	Cc1ccc(Sc2nc(-c3ccccc3)nnc2C(F)(F)F)cc1
5	1	5	-3	-2	7	-12	-6	0	8	C/C(=N\NC(=O)c1nnn(-c2nonc2N)c1CSc1ccc(C)cc1)c1cccnc1
0	7	6	-6	1	8	11	7	3	-3	O=C(CS(=O)(=O)Cc1ccccc1)N1CCN(C(=O)c2ccco2)CC1
11	-146	-11	2	-7	1	-7	-18	-109	-4	CCN(CC)S(=O)(=O)c1cccc(C(=O)N/N=C(\C)c2ccc(O)cc2O)c1
0	-6	3	7	-1	11	0	2	0	-1	Fc1ccccc1N1CCN(C2CCCN(Cc3cccc(C(F)(F)F)c3)C2)CC1 (stereo not drawn)

One compound at a time, from the list above. Order of values: SIAE inh	PLCb3 inh	ASAP1 inh	DDE Tn6 FP inh	ADAM17 inh	TDP2 inh	ARFGAP1 inh	ADAM10 inh	PLCg1 inh	DDE Tn7 FP inh
Results for COc1ccc(C(O)c2nc(-c3ccc(F)c(Cl)c3)cs2)cc1 (stereo not drawn) → -11	-5	-6	5	5	5	-6	16	-2	4
Results for O=S(=O)(c1cccs1)N1CCCc2nc(-c3ccc(Br)cc3)ccc21 → -6	0	0	4	1	-7	-3	-7	2	-4
Results for C/C(=N\NC(=O)c1nnn(-c2nonc2N)c1CSc1ccc(C)cc1)c1cccnc1 → 5	1	5	-3	-2	7	-12	-6	0	8

The list goes on.
SIAE inh	PLCb3 inh	ASAP1 inh	DDE Tn6 FP inh	ADAM17 inh	TDP2 inh	ARFGAP1 inh	ADAM10 inh	PLCg1 inh	DDE Tn7 FP inh	mol
4	2	2	-9	-1	1	5	0	0	0	CC(c1nnc(SCC(=O)N2CC(=O)Nc3ccccc32)n1Cc1ccccc1)N(C)C (stereo not drawn)
-5	-11	7	3	-6	3	-3	-3	-4	5	O=c1c2cn[nH]c2nc(SCc2cc(=O)n3cc(Br)ccc3n2)n1-c1ccc(Br)cc1
-63	2	-3	-8	-1	9	19	5	2	2	CN(C)S(=O)(=O)c1cc(NC(=O)CSc2nn(-c3ccc(Cl)cc3)c(=S)s2)ccc1Cl
5	-5	1	12	0	-5	6	1	5	-4	Cc1ccc(NC(=O)CSc2ncn[nH]2)cc1S(=O)(=O)N1CCOCC1
-5	0	-1	5	-4	-4	7	-9	-1	4	CC1CCc2c(sc(NC(=O)CSc3ncnc4c3cnn4-c3ccccc3Cl)c2C#N)C1 (stereo not drawn)
4	-2	-7	3	1	-4	-8	2	2	-5	CC(Cn1cncn1)C(=O)N1CCN(S(=O)(=O)c2ccc(Cl)cc2)CC1 (stereo not drawn)
-1	4	5	0	-2	14	0	-1	0	1	CCCCN1C(=O)C(CC(=O)NCc2ccco2)CC(C(=O)N2CCOCC2)=C1C (stereo not drawn)
1	0	-3	-7	-1	-14	9	5	4	0	COc1cccc(NC(=S)N2CCN(S(C)(=O)=O)CC2)c1
0	-29	1	6	-42	-5	-6	-160	-21	-1	COC(=O)Nc1ccc(=O)n(Cc2c(Cl)cccc2Cl)c1
1	5	-2	1	2	0	0	1	2	-6	O=C(NCCCCNC(=O)C1CCCC1)C1CCCC1
-5	-9	6	3	-3	6	7	4	-7	-1	Cc1cccc(-n2c(SCC(=O)N3CCCC3)nc3n[nH]c(C)c3c2=N)c1
2	-7	14	-6	3	8	-1	3	-2	-8	COc1ccc(Nc2c3c(nc4ccc(C)cc24)CCC3)cc1
-11	-3	2	6	1	-2	0	-10	2	3	O=C(COC(=O)c1ccccc1Br)Nc1ccc(F)cc1
-10	-8	11	-7	-2	-3	1	-8	1	-6	COc1ccccc1CNC(=O)c1ccc2c(=O)n3c(nc2c1)CCCCC3
-4	-361	-11	6	-6	2	0	-19	-249	2	Nc1nc(N)nc(-c2cc(F)ccc2O)n1
3	0	8	1	-5	1	2	-18	3	3	C[C@@H]1CN([C@@H](C)CO)C(=O)CCCn2nncc2CO[C@H]1CN(C)CC1CC1
1	-4	8	-8	-1	3	3	3	-7	-7	Cn1ccnc1SCC(=O)Nc1sccc1C#N
-10	5	11	5	4	-5	15	-10	13*	-9	COc1ccc(C(=O)NC(=S)Nc2cccc(NC(=O)c3ccco3)c2)cc1[N+](=O)[O-]
7	-49	10	-6	17*	-21	19	26*	-37	-6	COCCN=c1scc(-c2cc(OC)c(OC)c(OC)c2)n1/N=C/c1c(C)[nH]c2ccccc12
7	-1	-7	9	-2	7	5	-9	2	7	CS(=O)(=O)N(CC(=O)N1CCOCC1)c1cccc(Cl)c1
2	2	1	1	0	3	8	1	2	-1	CCS(=O)(=O)N1CCCC(C(=O)c2ccc(OC)cc2C)C1 (stereo not drawn)
-33	0	4	5	2	-9	-9	0	1	-2	O=C(COC(=O)c1ccc2c(c1)OCO2)Nc1nc(-c2ccccc2)cs1

Five compounds drawn at random from those above:
SIAE inh	PLCb3 inh	ASAP1 inh	DDE Tn6 FP inh	ADAM17 inh	TDP2 inh	ARFGAP1 inh	ADAM10 inh	PLCg1 inh	DDE Tn7 FP inh	mol
2	2	1	1	0	3	8	1	2	-1	CCS(=O)(=O)N1CCCC(C(=O)c2ccc(OC)cc2C)C1 (stereo not drawn)
4	-2	-7	3	1	-4	-8	2	2	-5	CC(Cn1cncn1)C(=O)N1CCN(S(=O)(=O)c2ccc(Cl)cc2)CC1 (stereo not drawn)
-63	2	-3	-8	-1	9	19	5	2	2	CN(C)S(=O)(=O)c1cc(NC(=O)CSc2nn(-c3ccc(Cl)cc3)c(=S)s2)ccc1Cl
-1	4	5	0	-2	14	0	-1	0	1	CCCCN1C(=O)C(CC(=O)NCc2ccco2)CC(C(=O)N2CCOCC2)=C1C (stereo not drawn)
-11	-3	2	6	1	-2	0	-10	2	3	O=C(COC(=O)c1ccccc1Br)Nc1ccc(F)cc1

Compounds were not picked by outcome (roughly 3.6% active in at least one column).
